iPSC survival up: enhancers of single-cell hiPSC survival, primary screen, ATPlite luminescence; 100% = ROCK inhibitor wells, 0% = DMSO; survival enhancement, % at 20 µM; hit rate 0.044% among 360,000; AID 602274, 2012; in the data active = survival enhancement above about 18%;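 also: cells exposed to compounds for 16 hours before the ATP read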
m5-HT2A agonist: mouse Htr2a agonists via beta-arrestin recruitment, primary screen, cell-based, luminescence; 5-hydroxytryptamine receptor 2A (Mus musculus), P35363; CHO-K1 mHTR2A beta-arrestin complementation; percent of 30 µM serotonin response; activation, % at 7.6 µM; AID 624169, 2012; hit rate 0.66% among 360,000;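 active = activation above a run cutoff, the mean activation of all tested compounds plus 3 SD, cut at about 14% in these data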;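 also: 0% = plate median of compound wells and 100% = 30 µM serotonin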
H9c2 protect: cardioprotection against H2O2-induced cell death, primary screen, uHTS, H9c2 cells, ATPLite luminescence; H9c2 cardiomyocytes, H2O2 injury protection, 2 h; protection from H2O2 cell death, % at 20 µM; hit rate 0.63% among 360,000; AID 588492, 2011;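 active = compounds giving at least 50% protection of heart cells from peroxide-induced death in the single-dose screen, raw or plate-pattern-corrected value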;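 also: 0% = DMSO wells with peroxide and 100% = DMSO wells without peroxide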
CaV13 ICDI inh: Disruptors of the CACNA1D IQ motif to Ca2+-dependent inactivation inhibitor domain association, primary screening, Förster resonance energy transfer in intact living … | HEK cells, CFP/YFP FRET ICDI-IQ, plate reader, 10 min; percent FRET-ratio fall versus neutral wells | inhibition, % at 12.3 µM | hit rate 0.098% among 340,000 | AID 743397;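 active = mean replicate inhibition of at least 30% and at least 1% of replicates passing that level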;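 also: 0% = median of the neutral control wells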
N-glyco inh: increase of ERlucT glycosylation luciferase signal, primary screen, N-linked glycosylation inhibitor project, D54 ERlucT cells, luminescence, set 2 | D54 ERlucT glycosylation luciferase reporter, 24 h; percent of 100 nM tunicamycin response | reporter increase, % at 12.5 µM | hit rate 0.23% among 360,000 | AID 588692, 2011;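 active = mean luciferase reporter signal, scaled so untreated is 0 and the glycosylation-blocking control 100, at or above a set limit in every replicate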;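 also: luciferase carries N-glycosylation sites so blocking glycosylation raises the light; 0% = median of neutral control wells and 100% = median of 100 nM tunicamycin wells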
Granule exo inh: LAMP-1 surface exposure blockers, TALL-104 cells – cell-based, flow cytometry, MLPCN library, primary screen; TALL-104 LAMP-1 surface exposure; cells stimulated with thapsigargin and PMA; inhibition, % at 10 µM; hit rate 0.66% among 360,000; AID 651702, 2012;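 active = inhibition above about 55%, limit read from the data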
aDG glyco up: activators of alpha-DG glycosylation, primary screen, uHTS, Pro5-aDG cells, AlphaScreen; alpha-DG glycosylation AlphaScreen (IIH6); 0% Pro5, 100% B10-LARGE cell signal; activation, % at 10 µM; hit rate 0.22% among 360,000; AID 624168, 2012;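 active = activation of at least 8% versus controls, or a plate z-score of at least 8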;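 also: Pro5 are CHO cells carrying HIG-tagged alpha-DG that lacks glycosylation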
ABCB6 inh 2: ABCB6 transporter inhibitors, primary screen, K562-ABCB6 cells, flow cytometry, MLPCN library. fluorescence ratio to DMSO, % at 10 µM. K562-ABCB6 porphyrin accumulation, 1 h; hits give low values. ATP-binding cassette sub-family B member 6 (Homo sapiens), Q9NP58. hit rate 0.19% among 360,000;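 active = fluorescence ratio to DMSO below 75%, the collection mean minus 3 SD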;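 also: signal is porphyrin accumulated inside mitochondria; 100% equals median channel fluorescence of DMSO control wells; lower ratio means ABCB6 inhibition with less porphyrin fluorescence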
Target sequence (Q9NP58 whole entry, looked up): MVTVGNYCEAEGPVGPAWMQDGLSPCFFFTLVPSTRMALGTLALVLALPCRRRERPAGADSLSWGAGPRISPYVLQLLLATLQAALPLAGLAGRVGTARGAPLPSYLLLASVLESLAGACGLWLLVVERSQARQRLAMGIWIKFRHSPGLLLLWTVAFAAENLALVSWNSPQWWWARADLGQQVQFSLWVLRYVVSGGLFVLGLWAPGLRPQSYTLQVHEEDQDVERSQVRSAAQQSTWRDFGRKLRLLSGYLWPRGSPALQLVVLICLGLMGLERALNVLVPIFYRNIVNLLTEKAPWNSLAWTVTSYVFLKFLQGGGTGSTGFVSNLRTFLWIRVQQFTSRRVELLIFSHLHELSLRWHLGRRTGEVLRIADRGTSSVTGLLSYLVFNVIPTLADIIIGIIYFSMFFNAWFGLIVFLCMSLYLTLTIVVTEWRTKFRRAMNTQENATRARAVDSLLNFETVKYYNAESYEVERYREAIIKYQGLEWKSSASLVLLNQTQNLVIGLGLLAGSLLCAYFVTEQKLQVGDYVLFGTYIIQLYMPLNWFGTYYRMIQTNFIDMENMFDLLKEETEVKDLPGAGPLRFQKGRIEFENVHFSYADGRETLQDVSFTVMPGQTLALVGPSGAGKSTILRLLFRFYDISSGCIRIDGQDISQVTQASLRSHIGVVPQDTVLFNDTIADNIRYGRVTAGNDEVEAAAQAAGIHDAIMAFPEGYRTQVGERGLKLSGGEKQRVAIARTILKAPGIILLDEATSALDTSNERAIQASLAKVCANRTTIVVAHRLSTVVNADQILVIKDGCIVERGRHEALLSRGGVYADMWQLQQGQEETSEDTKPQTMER
Vif inh: HIV Vif self-association inhibitors, primary screen, imaging, HEK293T, single point; inhibition, % at 7.49 µM; hit rate 0.35% among 340,000; AID 602346, 2012; HEK293T cells, Vif self-association by quenched fluorescence, 24 h; in the data active = inhibition above about 50%, passing the limit was not always enough; also: some results filed as inactive read as strong as hits
PDI turbidity: inhibitors of human PDI, primary screen, biochemical, turbidity, single point, plate reader | Protein disulfide-isomerase (Homo sapiens), P07237 | PDI insulin aggregation turbidity, A650, 90 min | inhibition, % at 10 µM | hit rate 0.052% among 350,000 | AID 588391, 2011;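 active = mean inhibition across replicates of 30% or more, whatever share of single replicates reach that level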;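 also: absorbance from insulin aggregation driven by PDI reduction with DTT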
* marks the source's active call; other numbers are inactive results; . = not tested or not shown.

SMILES | iPSC survival up | m5-HT2A agonist | H9c2 protect | CaV13 ICDI inh | N-glyco inh | Granule exo inh | aDG glyco up | ABCB6 inh 2 | Vif inh | PDI turbidity
CCOC(=O)c1ccc(C(=O)OCC)nc1 | -1.0 | 2.2 | -2.9 | -5.2 | 2.2 | -3.1 | -0.1 | 91.0 | -11.2 | -4.8
Cc1ccccc1Cn1nc(C)c(NC(=O)c2noc3c2CCCC3)c1C | 0.4 | 2.1 | -3.8 | -4.0 | -6.4 | -1.1 | 0.0 | 99.0 | -6.8 | -1.9
CCCSc1nc2c(c(=O)[nH]c(=O)n2C)n1Cc1ccccc1 | 1.1 | 5.0 | -3.4 | -0.8 | -1.5 | -1.2 | 0.0 | 105.0 | -4.6 | -6.0
CC(C)NC(=O)c1cc2c(-c3ccc(Cl)cc3)nn(C)c2s1 | -2.8 | 2.4 | 4.1 | 5.3 | 1.9 | -1.8 | -0.1 | 103.0 | -2.9 | -1.9
CSc1ccccc1NS(=O)(=O)c1cccc2nonc12 | -0.2 | 7.3 | 8.5 | . | 3.5 | -0.2 | 0.0 | 95.0 | -3.5 | -6.7
O=C(CSc1nnc(Cc2ccccc2)o1)N1CCCc2ccccc21 | -1.5 | 0.8 | -2.9 | -3.2 | -0.9 | 5.2 | -0.1 | 108.0 | -7.3 | -3.7
Cc1cc(C)c2c(c1)/C(=N/Nc1ccc(S(N)(=O)=O)cc1[N+](=O)[O-])CCC2 | 0.3 | 4.1 | 0.5 | -3.9 | -2.5 | -0.6 | -0.2 | 93.0 | 5.6 | 7.3
COc1ccc(CCNC(=O)CSc2nnc3ccc(-c4ccccn4)nn23)cc1 | 0.1 | -6.3 | 7.8 | -6.1 | -0.2 | 0.8 | 0.0 | 101.0 | -9.4 | -3.3
COc1ccccc1-c1nc(S(=O)(=O)c2ccccc2)c(N2CCOCC2)o1 | -0.1 | -4.4 | -8.8 | -1.7 | -5.0 | 0.8 | 0.4 | 95.0 | 5.0 | 10.6
Clc1ccc(-c2noc(CCCc3ccccc3)n2)cc1 | 3.0 | 3.2 | -16.4 | -3.4 | 1.0 | -1.2 | 0.0 | 98.0 | 4.4 | -0.5
Cc1ccc(C)c(NS(=O)(=O)c2cc(C(=O)Nc3cccc(N(C)S(C)(=O)=O)c3)ccc2C)c1 | -0.9 | 0.5 | -0.5 | -4.5 | -3.8 | 0.1 | 0.1 | 101.0 | . | -4.1
CC1=C(C#N)C(/C=N/OCc2ccc(F)cc2Cl)CC(=O)N1 (centres undefined) | 0.5 | 0.0 | 2.1 | -10.2 | -2.1 | 1.2 | 0.2 | 97.0 | -1.4 | -1.4

Single records, as listed above. Screens in order: iPSC survival up, m5-HT2A agonist, H9c2 protect, CaV13 ICDI inh, N-glyco inh, Granule exo inh, aDG glyco up, ABCB6 inh 2, Vif inh, PDI turbidity
`CC1=C(C#N)C(/C=N/OCc2ccc(F)cc2Cl)CC(=O)N1` (centres undefined) is listed with 0.5, 0.0, 2.1, -10.2, -2.1, 1.2, 0.2, 97.0, -1.4, -1.4
`O=C(CSc1nnc(Cc2ccccc2)o1)N1CCCc2ccccc21` is listed with -1.5, 0.8, -2.9, -3.2, -0.9, 5.2, -0.1, 108.0, -7.3, -3.7
`COc1ccc(CCNC(=O)CSc2nnc3ccc(-c4ccccn4)nn23)cc1` is listed with 0.1, -6.3, 7.8, -6.1, -0.2, 0.8, 0.0, 101.0, -9.4, -3.3

Additional structures:
SMILES | iPSC survival up | m5-HT2A agonist | H9c2 protect | CaV13 ICDI inh | N-glyco inh | Granule exo inh | aDG glyco up | ABCB6 inh 2 | Vif inh | PDI turbidity
COC(=O)c1nnn(-c2nonc2N)c1CSc1ccccn1 | -0.6 | -1.6 | 6.6 | . | -0.4 | -2.0 | -0.3 | 102.0 | 19.7 | 3.6
O=C(NN1CCCCC1)c1ccccc1 | 7.6 | 4.7 | 1.3 | -4.7 | 2.9 | -2.2 | 0.2 | 98.0 | 2.3 | 9.2
O=C(c1ccccc1)c1cc([N+](=O)[O-])ccc1N1CCOCC1 | 1.1 | -2.9 | -3.0 | -3.9 | 20.2 | 0.7 | -0.2 | 100.0 | 16.1 | -23.6
CC(=O)N1CC(C)Oc2ccc(S(=O)(=O)Nc3ccc(Cl)cn3)cc21 (centres undefined) | -0.7 | -3.4 | -3.6 | -6.9 | 1.3 | 2.1 | 0.3 | 116.0 | -6.9 | 8.5
Cc1c(C(c2cccs2)c2c(C)n(C)n(-c3ccccc3)c2=O)c(=O)n(-c2ccccc2)n1C | -0.7 | -0.1 | 0.6 | -4.1 | -0.6 | 12.5 | -0.2 | 96.0 | -5.3 | 2.5
Fc1cccc(Cl)c1/C=N/n1c(-c2cccnc2)n[nH]c1=S | -1.7 | -2.2 | 0.5 | -2.7 | -0.2 | -0.9 | -0.1 | 104.0 | -4.3 | -7.5
Cc1oc(C(C)(C)C)cc1C(=O)Nc1ccc(C(=O)O)cc1 | 1.8 | -1.2 | -9.9 | . | 1.4 | 0.9 | 0.0 | 104.0 | . | 2.1
CC(C)(C#N)NC(=O)C1CCCN1S(=O)(=O)c1ccc2ccccc2c1 (centres undefined) | -0.3 | -4.5 | 1.9 | -7.2 | 14.6 | 1.1 | 0.2 | 79.0 | -6.7 | -1.6
Cc1sc2ccccc2c1CNC[C@H]1O[C@@H](n2ccc(=O)[nH]c2=O)[C@H](O)[C@@H]1O | -1.2 | 2.1 | 12.6 | -3.5 | 1.6 | -1.4 | 0.1 | 95.0 | -5.1 | .
COc1ccc(-c2c(C)nn3c(N)c(-c4ccccc4)cnc23)cc1OC | 1.1 | 11.9 | 11.8 | -3.7 | 2.4 | 19.9 | 0.1 | 97.0 | -4.8 | 1.9
CCOC(=O)CCc1c(C)nc(SCc2ccc(C(=O)O)cc2)c(C#N)c1C | -0.4 | 4.5 | -0.1 | 3.2 | 2.8 | 10.2 | -0.2 | 92.0 | 0.2 | 4.4
COc1ccc([N+](=O)[O-])cc1NC(=O)C1CCCCC1C(=O)O (centres undefined) | 1.3 | -1.2 | 4.2 | -4.9 | 4.5 | 13.4 | 0.1 | 97.0 | 2.0 | -4.4
O=C(O)/C(=C\c1cccc([N+](=O)[O-])c1)c1ccc(S(=O)(=O)N2CCCCC2)s1 | -0.6 | -3.4 | -1.6 | -2.6 | 2.1 | 4.8 | 0.1 | 101.0 | 0.8 | -3.4
Cc1nc2ncnn2c(C)c1Cc1c(Cl)cccc1Cl | -2.3 | 1.1 | -2.3 | -5.5 | -0.6 | -1.8 | -0.1 | 106.0 | 9.8 | -10.9
CC(NS(=O)(=O)c1ccc(Cl)c(Cl)c1)C(=O)OCC(=O)Nc1ccc2c(c1)OCO2 (centres undefined) | -0.5 | -0.1 | -7.5 | -2.5 | 1.4 | -2.6 | 0.2 | 98.0 | -4.1 | 5.0
CNC(=O)CSc1nnc(-c2ccccn2)n1Cc1ccco1 | 0.6 | 0.4 | -1.3 | -4.9 | 2.1 | 1.9 | 0.2 | 78.0 | 1.6 | 5.3
Cc1cc(C)cc(C(=O)NC(CC(N)=O)c2ccc(N3CCC(Br)CC3)c([N+](=O)[O-])c2)c1 (centres undefined) | 3.4 | -4.7 | -3.9 | -9.4 | 0.8 | -1.7 | -0.4 | 101.0 | -1.5 | 4.9
CCCCC/C(=N\NC(=O)CCC(=O)NCc1ccccc1)c1ccccc1 | 1.9 | -1.5 | -7.6 | -3.3 | 0.8 | -3.7 | 0.1 | 98.0 | 1.3 | -5.8
Cc1cc(Br)ccc1NC(=O)CNC(=O)CNc1cccc([N+](=O)[O-])c1 | -0.3 | -9.3 | -1.3 | -2.0 | -0.4 | 3.4 | 0.1 | 103.0 | -0.5 | 7.3
CC12C(=O)N(CCC(=O)O)C(=O)C1C1C=CC2C1 (centres undefined) | 1.3 | -0.7 | 15.6 | . | -0.5 | -1.0 | -0.1 | 104.0 | -3.5 | -8.4
CCOc1ccc(N2C(=O)Nc3ccc(Br)cc3C2(O)C(=O)NC(C)C)cc1 (centres undefined) | -0.4 | -2.8 | 7.1 | -1.5 | 3.1 | -9.0 | -0.1 | 97.0 | 7.7 | -4.7
O=C(NCC1CCCO1)c1cnc(Cl)c(Cl)c1 (centres undefined) | -0.3 | 2.8 | -0.2 | -4.4 | 1.1 | -2.0 | 0.1 | 97.0 | -3.0 | -0.2
c1ccc(OCc2nc(-c3ccncc3)no2)cc1 | -0.6 | 1.3 | -1.1 | . | 1.7 | 1.7 | -0.1 | 96.0 | 5.1 | 4.3
O=C(COC(=O)c1c(F)cccc1F)Nc1ccc(N2CCCCC2)cc1 | -1.0 | -6.7 | -7.4 | -6.1 | 1.5 | 6.9 | -0.5 | 99.0 | 3.5 | -2.4
S=c1sscc1-c1ccccc1 | 7.2 | -5.2 | -5.8 | -6.4 | -1.1 | 4.9 | -0.1 | 94.0 | -2.3 | -2.7
O=S(=O)(c1ccccc1)N1CCN(c2cccc(Cl)c2)CC1 | -0.5 | -3.6 | -6.1 | -19.3 | 1.7 | -0.3 | -0.1 | 100.0 | -3.3 | -1.3
Cc1nc(CNC(=O)C2CCC(=O)N(CCc3ccc(Cl)cc3)C2)sc1C (centres undefined) | 0.3 | 1.1 | -3.6 | -5.7 | 1.0 | -1.2 | 0.2 | 97.0 | -6.1 | 13.6
Cc1ccc(S(=O)(=O)NCCC(=O)OCc2ccc([N+](=O)[O-])cc2)cc1C | -0.4 | 2.8 | -1.5 | -6.3 | 0.0 | -1.7 | -0.1 | 93.0 | -5.8 | 1.1
COc1ccc(N2CCN(C(=O)c3ccc(NS(=O)(=O)c4ccc(F)cc4)cc3)CC2)cc1 | 0.9 | 0.2 | -9.1 | -5.3 | -1.8 | 0.0 | 0.0 | 98.0 | 17.0 | -0.4
Cc1ccc(S(=O)(=O)NC(=O)C2(C)CCN2C(=O)Cc2cccs2)cc1 (centres undefined) | 3.4 | 5.0 | 4.2 | -4.7 | 0.3 | 7.0 | -0.1 | 97.0 | -11.4 | 10.2
COc1ccc(N=Cc2sc3ccccc3c2Cl)cc1 | 0.6 | -0.9 | -11.2 | . | -6.5 | 6.1 | 0.0 | 96.0 | 6.7 | -5.3
FC(F)(F)c1cnc(Sc2nc3nccc(-c4ccc(Cl)cc4)n3n2)c(Cl)c1 | 0.2 | -2.4 | -7.9 | -8.9 | -4.6 | -0.3 | 0.5 | 93.0 | -5.0 | -5.8
Cc1cccc(CN2C(=O)[C@H]3Cc4c([nH]c5ccccc45)C(C)(C)N3C2=O)c1 | -2.9 | -3.2 | 8.6 | -7.2 | -3.6 | 14.9 | -0.2 | 94.0 | . | -0.2
COc1ccc(-c2nnc(SCC(=O)NC3CCCCC3)o2)cc1 | -0.4 | -1.2 | -4.1 | 0.0 | -2.4 | -3.1 | 0.1 | 172.0 | -4.3 | 4.2
O=C(CN(c1ccccc1F)S(=O)(=O)c1ccccc1)NC1CCCCCC1 | -1.1 | -4.7 | 0.1 | -7.5 | -2.6 | -1.8 | 0.5 | 90.0 | -16.8 | -5.1

High-throughput results (PubChem)

This is a random part of the collection. Share with any hit: about 3.1%.
